# CendR NRP1 mod = modulators of CendR peptide binding to human neuropilin-1 | FAM-RPARPAR peptide binding to NRP-1, fluorescence polarization | 360,000 compounds, 0.85% hits | inhibition, % at 25 µM | O14786;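 active = inhibition or corrected inhibition above about 18%, plus a signal ratio from 0.5 to 1.5, limit read from the data, passing the limit was not always enough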; note: strong numbers were not always called active
# NadD inh = inhibitors of Staphylococcus aureus NadD | purified NadD enzyme, colorimetric absorbance read-out | inhibition, % at 20 µM | 360,000 compounds, 0.78% hits; in the data active = inhibition above about 26%; note: some compounds past the cut are filed as inactive
# Neddyl block = cullin neddylation inhibition; TR-FRET cullin neddylation, biochemical; calls only at 25 µM; 360,000 compounds, 0.58% hits; in the data active = inhibition above about 36%
# TbMetRS inhib = Trypanosoma brucei MetRS inhibition | 360,000 compounds, 0.4% hits | inhibition, % at 11.9 µM | purified T. brucei MetRS, ATP depletion, Kinase-Glo luminescence;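 active = inhibition above a per-plate cutoff of the control wells' mean inhibition plus 3 SD, cut at about 5.5% in these data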;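 note: 0% = DMSO wells median and 100% = median of wells with control inhibitor compound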
#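 Material: T. brucei methionyl-tRNA synthetase, purified; reagent: substrates ATP, L-methionine and bulk Escherichia coli tRNA; dosing: 11.9 µM single point; timing: 15 min plus 2 h at 25 °C; detection: luminescence of leftover ATP; evaluation: % inhibition; control set: DMSO-only wells as low control; replicates: singlicate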
# Scp1 inh = Scp-1 (human) phosphatase inhibition | Q9GZU7 | 340,000 compounds, 0.88% hits | Recombinant Scp1, phosphopeptide, malachite green phosphate absorbance | inhibition, % at 20 µM;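 active = inhibition above about 50% at 20 µM, limit read from the data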;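 note: plate controls were DMSO wells with enzyme for no effect and wells lacking enzyme for full effect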
# Target sequence (Q9GZU7 76-261 limits assumed): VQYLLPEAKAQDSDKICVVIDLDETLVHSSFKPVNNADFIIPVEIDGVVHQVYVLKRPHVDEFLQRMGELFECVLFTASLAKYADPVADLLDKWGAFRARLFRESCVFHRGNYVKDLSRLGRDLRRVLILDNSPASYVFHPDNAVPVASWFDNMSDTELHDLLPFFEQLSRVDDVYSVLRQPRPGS
#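 Test system: SCP-1 catalytic domain; Buffer or medium: Acidic Tris acetate buffer with magnesium and detergent; Also added: Phosphorylated 17-residue peptide substrate; Compound: single 20 µM dose, 1% DMSO; Schedule: enzyme reaction 45 min at room temperature, colour 5 min, stabilisation 30 min; Signal: Phosphate-binding colour reagent, absorbance read at 630 nm.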
# DNMT1 block = DNMT1 (human) enzyme inhibition; P26358; AID 588458; inhibition (reported as % activation of signal), % at 10 µM; 360,000 compounds, 0.83% hits; DNMT1 molecular beacon, Hinp1I cleavage, fluorescence; in the data active = inhibition above about 50%
# SUMO1-SIM PPI = SUMO1-SIM interaction modulation. AID 602429. P63165. SUMO1 binding to a labelled peptide, TR-FRET, 1 h. 360,000 compounds, 0.33% hits. inhibition, % at 20 µM; in the data active = inhibition above about 37%
# Target sequence (P63165 whole entry, looked up): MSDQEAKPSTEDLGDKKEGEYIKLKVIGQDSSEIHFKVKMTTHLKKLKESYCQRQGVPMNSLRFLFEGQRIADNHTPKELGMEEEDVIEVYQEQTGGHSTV
# LMPTP inh = blocks human LMPTP phosphatase. P24666. recombinant LMPTP-A, OMFP fluorogenic substrate, fluorescence intensity. inhibition, % at 20 µM. 360,000 compounds, 0.22% hits. AID 651560;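 active = compounds that cut the enzyme signal by at least half of the control window in the single-dose screen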;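 note: plate controls were DMSO wells with enzyme plus substrate for no effect and substrate without enzyme for full effect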
# Target sequence (P24666 whole entry, looked up): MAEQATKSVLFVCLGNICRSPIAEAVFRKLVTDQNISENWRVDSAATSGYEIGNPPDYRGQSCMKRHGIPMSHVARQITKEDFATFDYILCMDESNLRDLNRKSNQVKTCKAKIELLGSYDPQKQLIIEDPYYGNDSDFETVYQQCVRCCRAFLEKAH
#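 Test system – LMPTP-A enzyme · Amount – LMPTP-A at 0.625 nM final in the reaction · Buffer or medium – Bis-Tris pH 6.0, DTT, detergent · Reagent – OMFP 400 µM · Doses – single 20 µM dose · Schedule – reaction 50 min, room temperature, dark · Detection – fluorescence intensity of OMFP turnover product · Evaluation – percent inhibition versus substrate-only and uninhibited controls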
# SKN-1 inh = C. elegans SKN-1 inhibition | 360,000 compounds, 0.49% hits | AID 624304 | inhibition, % at 21.8 µM | C. elegans VP596 Pgst-4::GFP/RFP ratio, acrylamide-induced, 24 h;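 active = interference check ratio from 0.5 to 1.5 plus GFP to RFP signal ratio inhibition reaching or exceeding a fixed threshold, cut at about 30% in these data, passing the limit was not always enough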; note: some compounds called inactive have numbers as strong as hits
# STEP block = STEP (human) phosphatase inhibition | 360,000 compounds, 0.25% hits | P54829 | recombinant STEP, OMFP fluorogenic substrate, fluorescence | AID 588621 | inhibition, % at 20 µM;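 active = inhibition at 20 µM, scaled per plate between control wells, above about 37%, limit read from the data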;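 note: 0% = DMSO with enzyme and substrate and 100% = substrate only without enzyme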
# Target sequence (P54829 whole entry, looked up): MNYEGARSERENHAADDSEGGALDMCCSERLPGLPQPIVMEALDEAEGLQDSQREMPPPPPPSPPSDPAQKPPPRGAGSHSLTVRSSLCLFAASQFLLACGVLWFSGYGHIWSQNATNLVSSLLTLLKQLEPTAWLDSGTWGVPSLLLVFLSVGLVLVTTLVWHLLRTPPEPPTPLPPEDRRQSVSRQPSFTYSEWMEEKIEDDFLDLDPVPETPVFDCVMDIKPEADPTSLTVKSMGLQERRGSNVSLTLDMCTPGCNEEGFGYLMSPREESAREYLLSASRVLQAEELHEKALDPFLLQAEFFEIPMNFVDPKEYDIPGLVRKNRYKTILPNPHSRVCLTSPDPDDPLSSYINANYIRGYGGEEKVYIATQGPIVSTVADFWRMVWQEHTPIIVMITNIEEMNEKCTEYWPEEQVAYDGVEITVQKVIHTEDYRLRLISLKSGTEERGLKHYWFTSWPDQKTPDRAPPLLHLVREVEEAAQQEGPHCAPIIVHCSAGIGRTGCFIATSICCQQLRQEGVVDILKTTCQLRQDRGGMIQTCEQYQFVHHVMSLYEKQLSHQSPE
#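 System: STEP (striatal-enriched tyrosine phosphatase) enzyme, cell-free; medium: Bis-Tris pH 6.0 buffer with DTT, detergent; dosing: 20 µM, 1% DMSO; times: reaction 20 min, ambient temperature; detection: fluorescence, 480/540 nm; read-out basis: normalized % inhibition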
# Numbers without * were called inactive; i = inactive; x = not tested or not shown.
# Sample of the layout:
(1) Cc1onc(-c2ccccc2)c1C(=O)c1c[nH]c(C(=O)NCc2ccncc2)c1
(2) NS(=O)(=O)c1ccc(CCNC(=S)NC(=O)c2ccccc2Br)cc1
(3) COc1cc(C2Nc3ccccc3NC3=C2C(=O)CC(c2ccc(OC)c(OC)c2)C3)ccc1O (stereo unspecified)
(4) O=C(Cn1cnc(S(=O)(=O)N2CCCC2)c1)Nc1cccc(F)c1
(5) O=C(O)c1ccccc1NCc1cccnc1
(6) O=C(C1CCN(CC2CCCCC2)CC1)N1CCCC1
(7) COC(=O)C(CCCN1C(=O)c2ccccc2C1=O)(NC(C)=O)c1nnn(C)n1 (stereo unspecified)
(8) O=C(CCC(=O)c1ccc(F)cc1)Nc1cccc(C(F)(F)F)c1

Assay by compound,1,2,3,4,5,6,7,8
CendR NRP1 mod,2,12,-2,-18,-18,11,7,-3
NadD inh,2,-2,-1,-2,1,9,4,-5
Neddyl block,i,i,i,i,i,i,i,i
TbMetRS inhib,-0.4,0.4,-0.2,0.9,0.5,-1.1,0.0,0.2
Scp1 inh,12,-16,1,13,-11,0,-3,-14
DNMT1 block,1,0,1,2,2,-3,0,-2
SUMO1-SIM PPI,1,-3,-2,1,0,4,-5,-6
LMPTP inh,-0.2,1.2,-1.3,0.1,0.7,-0.3,-0.1,0.1
SKN-1 inh,3,12,-4,25,10,0,0,6
STEP block,1,1,4,-3,0,2,0,-3

# This part in full, previewed entries included:
(1) Cc1onc(-c2ccccc2)c1C(=O)c1c[nH]c(C(=O)NCc2ccncc2)c1
(2) NS(=O)(=O)c1ccc(CCNC(=S)NC(=O)c2ccccc2Br)cc1
(3) COc1cc(C2Nc3ccccc3NC3=C2C(=O)CC(c2ccc(OC)c(OC)c2)C3)ccc1O (stereo unspecified)
(4) O=C(Cn1cnc(S(=O)(=O)N2CCCC2)c1)Nc1cccc(F)c1
(5) O=C(O)c1ccccc1NCc1cccnc1
(6) O=C(C1CCN(CC2CCCCC2)CC1)N1CCCC1
(7) COC(=O)C(CCCN1C(=O)c2ccccc2C1=O)(NC(C)=O)c1nnn(C)n1 (stereo unspecified)
(8) O=C(CCC(=O)c1ccc(F)cc1)Nc1cccc(C(F)(F)F)c1

Assay by compound,1,2,3,4,5,6,7,8
CendR NRP1 mod,2,12,-2,-18,-18,11,7,-3
NadD inh,2,-2,-1,-2,1,9,4,-5
Neddyl block,i,i,i,i,i,i,i,i
TbMetRS inhib,-0.4,0.4,-0.2,0.9,0.5,-1.1,0.0,0.2
Scp1 inh,12,-16,1,13,-11,0,-3,-14
DNMT1 block,1,0,1,2,2,-3,0,-2
SUMO1-SIM PPI,1,-3,-2,1,0,4,-5,-6
LMPTP inh,-0.2,1.2,-1.3,0.1,0.7,-0.3,-0.1,0.1
SKN-1 inh,3,12,-4,25,10,0,0,6
STEP block,1,1,4,-3,0,2,0,-3

(9) O=C(NCc1ccccc1)c1cc2ccccc2oc1=O
(10) CC1(c2nnnn2-c2ccc3c(c2)OCCO3)CCC(=O)N1Cc1cccc(C(F)(F)F)c1 (stereo unspecified)
(11) COc1ccccc1N1CCN(C(=O)c2ccccc2NC(=O)C2CCCCC2C(=O)O)CC1 (stereo unspecified)
(12) CC1=C(C(=O)NC2CCCc3c2cnn3-c2cccc(C)c2C)OCCO1 (stereo unspecified)
(13) CC(=O)Nc1ccc(S(=O)(=O)Nc2cccc(C(=O)NC(C)(C)C)c2)cc1
(14) COc1ccc(N(C(C)C(=O)Nc2ccc(S(=O)(=O)N3CCOCC3)cc2)S(C)(=O)=O)cc1 (stereo unspecified)
(15) CCN(CC)S(=O)(=O)c1ccc(N2CCN(C)CC2)c(NC(=O)COc2ccc(F)cc2Cl)c1
(16) O=C(c1ccc(F)cc1)C1CCN(C(=S)NCC2CCCO2)CC1 (stereo unspecified)

Assay by compound,9,10,11,12,13,14,15,16
CendR NRP1 mod,0,7,-7,3,11,1,1,0
NadD inh,-7,-5,-5,3,-3,2,0,-5
Neddyl block,i,i,i,i,i,i,i,i
TbMetRS inhib,-0.3,-0.6,-0.4,0.0,-1.0,0.2,-0.3,-0.8
Scp1 inh,-7,x,0,-6,-6,-5,1,8
DNMT1 block,3,x,2,0,-1,2,-4,-1
SUMO1-SIM PPI,-31,6,2,-1,2,-4,0,-2
LMPTP inh,-0.6,0.1,-0.6,0.4,-2.0,0.3,0.5,-0.7
SKN-1 inh,13,14,4,0,19,-3,16,-5
STEP block,3,x,2,1,-3,-1,3,2

(17) NC1=NC2(CCC(c3ccccc3)CC2)n2c(nc3ccccc32)N1 (stereo unspecified)
(18) CC1CCCC(NC(=O)COC(=O)[C@@H](NC(=O)c2ccco2)C(C)C)C1C (stereo partly specified)
(19) FC(F)(F)c1nnc2sc(-c3ccncc3)nn12
(20) CC1(C(=O)NCc2cccc3ccccc23)CCN1Cc1cccc2c1OCO2 (stereo unspecified)
(21) O=C(CSc1nnnn1C1CCCC1)N1CCCCC1
(22) O=C(COC(=O)Cn1cnc2ccccc21)Nc1ccc(OC(F)F)cc1
(23) CCN(CC)C(=O)CSc1nc2ccccc2c(=O)n1CC1CCCCC1
(24) COc1ccc(CCNC(=O)CSc2n[nH]c(N)n2)cc1

Assay by compound,17,18,19,20,21,22,23,24
CendR NRP1 mod,6,5,3,26*,-6,4,14,11
NadD inh,1,-1,2,0,-2,-2,2,5
Neddyl block,i,i,i,i,i,i,i,i
TbMetRS inhib,0.8,0.6,0.1,-0.3,0.2,-0.4,0.2,-0.7
Scp1 inh,3,-10,-7,x,-3,2,3,-1
DNMT1 block,-1,0,-1,-2,1,-8,-5,1
SUMO1-SIM PPI,-1,3,-4,10,1,-4,-3,0
LMPTP inh,41,-1.8,-1.3,2.5,-0.5,0.1,0.7,-0.2
SKN-1 inh,-5,6,-5,9,18,-6,13,4
STEP block,3,-2,-1,4,7,-2,-3,-1

(25) CCCCOC(=O)/C=C\C(=O)OCCCC
(26) Cc1ccc(-c2noc(CCC(=O)NC3CC3)n2)cc1
(27) CCOC(=O)N1CCC(NC(=O)c2cc3c(-c4ccc(Cl)cc4)nn(C)c3s2)CC1
(28) CCOC(=O)C1=C(N)Oc2cc(C)n(CCc3ccc(OC)c(OC)c3)c(=O)c2C1c1cccnc1 (stereo unspecified)
(29) O=C(Nc1ccc(Br)cc1)c1cccc(N2C(=O)C3CCCCC3C2=O)c1 (stereo unspecified)
(30) CN(CC(=O)Nc1ccc(F)c(F)c1F)C(=O)CCN1C(=O)C2CCCCC2C1=O (stereo unspecified)
(31) CN(CC(=O)Nc1c(Cl)cccc1Cl)C(=O)c1ccncc1
(32) Cc1c(C)c2cc(Cl)c(O)c(CN(C)C)c2oc1=O

Assay by compound,25,26,27,28,29,30,31,32
CendR NRP1 mod,6,8,-14,12,1,7,5,-4
NadD inh,4,-7,7,-4,-6,-3,-1,1
Neddyl block,i,i,x,i,i,i,i,i
TbMetRS inhib,-1.3,-0.2,-0.5,0.0,0.3,-0.3,0.3,0.0
Scp1 inh,-4,-5,-15,-4,-10,-5,-15,-2
DNMT1 block,1,3,-14,2,-1,0,-1,-1
SUMO1-SIM PPI,1,2,73*,-1,10,0,-4,-3
LMPTP inh,-2.5,-0.4,0.7,0.8,-0.1,-0.8,-1.9,-1.6
SKN-1 inh,-6,8,-5,11,-7,11,11,-31
STEP block,-5,0,3,-2,-2,2,1,2

(33) COC(=O)c1cccc(Cn2nnc3ccccc3c2=O)c1
(34) O=C(N1CCCCCC1)N1CCN(S(=O)(=O)N2CCCCC2)CC1
(35) CCCCOc1ccc(C(=S)N2CCC(C(N)=O)CC2)cc1
(36) COc1ccc(/C=N/NC(=O)c2cc[n+]([O-])cc2)cc1OC
(37) Clc1ccc(CSc2nnc(CN3CCOCC3)n2-c2ccccc2)cc1Cl
(38) CCCCCn1nc(C(=O)OCc2nnc(-c3ccccc3)o2)c2ccccc2c1=O
(39) O=C(CN1C(=O)/C(=C\c2ccccc2Cl)Oc2ccccc21)NCc1cccnc1
(40) O=C(COC(=O)c1ccc(S(=O)(=O)N2CCCC2)cc1)NCCc1ccc(F)cc1

Assay by compound,33,34,35,36,37,38,39,40
CendR NRP1 mod,-5,-1,8,9,16,-8,8,6
NadD inh,-10,-1,-4,6,2,2,14,3
Neddyl block,i,i,i,i,i,i,x,i
TbMetRS inhib,-1.3,-0.9,-0.5,-0.1,-0.2,-0.4,-0.7,-0.1
Scp1 inh,-5,-7,-9,2,1,-12,1,-7
DNMT1 block,0,2,2,1,-1,-1,-2,3
SUMO1-SIM PPI,0,-2,0,-15,6,-1,16,7
LMPTP inh,-0.6,-1.1,0.7,-0.9,0.4,4.9,0.0,-0.6
SKN-1 inh,8,-8,-8,8,-2,-10,16,9
STEP block,-4,4,11,0,-4,4,0,-2

(41) CC(C)n1c(N)c(C#N)c2ccc([N+](=O)[O-])cc2c1=O
(42) CC(C)OC(=O)NC(C)(C)COC(=O)Nc1cccc(Cl)c1
(43) Cc1cc(C)c(NC(=O)COC(=O)C2CCN(c3ccc(C(F)(F)F)cn3)CC2)c(Cl)c1
(44) CCOc1ccc(C(=O)Nc2cc(C)ccn2)cc1
(45) CCOc1ccc(C(=O)N2CCCC(c3nc(-c4cccs4)no3)C2)cc1 (stereo unspecified)
(46) O=C(COC(=O)Cc1ccc(Cl)cc1)NCc1ccc2c(c1)OCO2
(47) COc1ccccc1CNC(=O)c1cccc(N(C)C)c1
(48) CC1(C)CC(=O)CC(C)(C)N1OC(=O)c1ccncc1
(49) COc1cc(OC)c2c(-c3ccccc3)cc(=O)oc2c1C(CCN1CCOCC1)c1ccc2c(c1)OCO2 (stereo unspecified)
(50) CCOC(=O)CCCCCN(Cc1ccccc1)S(=O)(=O)c1ccc([N+](=O)[O-])cc1
(51) CCN(CC)CCn1c2ccccc2c(=O)c2c(O)ccc(O)c21

Assay by compound,41,42,43,44,45,46,47,48,49,50,51
CendR NRP1 mod,-38,-3,8,-3,-10,5,2,6,3,-14,16
NadD inh,-6,-2,-6,-4,-10,-6,0,-9,-6,4,13
Neddyl block,i,i,i,i,i,i,i,i,i,i,i
TbMetRS inhib,0.7,-1.4,-0.4,-4.4,-0.7,-0.4,-0.8,-0.6,-2.0,0.2,-0.3
Scp1 inh,-4,-3,-2,-7,-7,-5,-8,-3,16,-11,5
DNMT1 block,6,9,-3,0,1,0,-10,-2,-12,7,-6
SUMO1-SIM PPI,-35,0,6,6,3,2,2,-6,-8,-21,-13
LMPTP inh,1.5,0.6,4.0,0.5,-2.2,1.7,0.0,-2.1,-0.4,3.9,23
SKN-1 inh,-4,6,36*,10,0,-14,5,4,-5,5,-2
STEP block,-2,-3,2,2,1,0,-1,-4,-1,4,3
